CDK5 p35 inh: blocks human CDK5/p35 kinase activity. AID 488839. Recombinant CDK5/p35, ADP-Glo luminescence, 60 min. 0.01% of 330,000 active. inhibition, % at 10 µM;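 active = highest replicate inhibition of at least 50% and at least 75% of replicates reaching 50%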;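 also: plate controls were DMSO neutral control for no effect and GW8510 at 10 µM for full effect; many of its hits are not listed in these tables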
DAGLB inh: blocks human DAGLB lipase activity. Q8NCG7. HEK293T DAGLB membrane lysate, EnzChek fluorogenic substrate. inhibition, % at 5.17 µM. 0.059% of 340,000 active; in the data active = inhibition above about 34%;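 also: 0% = enzyme with vehicle and 100% = wells lacking enzyme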
PKA-R2B activ: activates the human PKA-R2B holoenzyme complex; P22694+P31323; PKA-R2B holoenzyme dissociation, Cy5-IP20 fluorescence polarization; R2B truncated from residue 108, S112A mutant; 0% DMSO only, 100% 113 µM cGMP; activation, % at 11.4 µM; 0.079% of 340,000 active; AID 504700;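 active = activation above a cutoff set at the mean over all compounds plus 3 SD, cut at about 18% in these data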;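 also: higher means more holoenzyme dissociation and a rise in polarization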
Target sequence (P31323 whole entry, looked up, other chains not shown, the tested form may be a part): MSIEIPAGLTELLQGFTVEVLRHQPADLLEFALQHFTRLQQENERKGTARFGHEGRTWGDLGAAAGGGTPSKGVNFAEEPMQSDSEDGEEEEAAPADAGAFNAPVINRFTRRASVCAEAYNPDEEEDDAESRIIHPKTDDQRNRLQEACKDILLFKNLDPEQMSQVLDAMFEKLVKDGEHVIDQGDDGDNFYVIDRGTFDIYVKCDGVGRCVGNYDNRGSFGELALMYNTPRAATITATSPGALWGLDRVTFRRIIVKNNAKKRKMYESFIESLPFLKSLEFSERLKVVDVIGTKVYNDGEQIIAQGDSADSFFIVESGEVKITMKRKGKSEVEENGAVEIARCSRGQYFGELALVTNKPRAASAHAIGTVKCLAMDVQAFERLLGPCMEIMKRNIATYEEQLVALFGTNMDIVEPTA
Tat transport: inhibitors of E. coli Tat protein transport; E. coli MC4100 TorA-mCherry Tat export, fluorescence; inhibition, % at 10 µM; 0.036% of 340,000 active;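 active = mean replicate inhibition at least 50% and at least half of replicates individually reaching 50%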;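 also: exported cargo escapes ClpAP degradation while cytoplasmic cargo is degraded and loses fluorescence; 0% = median of neutral control wells and 100% = median of NaSCN control wells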
AddAB inh: less growth of phage-infected E. coli with AddAB. 0.29% of 330,000 active. inhibition, % at 11.9 µM. E. coli expressing H. pylori AddAB, absorbance growth. AID 435030; in the data active = inhibition above about 12%;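 also: 0% = vehicle wells of infected cells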
HTR5A ag: counter-screen for OPRM1-OPRD1 agonists: human HTR5A agonism. 0.61% of 340,000 active. P47898. HTR5A agonist assay, luminescence, cell-based. AID 504692. activation, % at 9.3 µM; in the data active = activation mostly above about 9.5%, no sharp cut-off; inactive = mostly below about 7.6%;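 also: 0% = cells with vehicle only and 100% = reference agonist; strong numbers were not always called active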
Target sequence (P47898 whole entry, looked up): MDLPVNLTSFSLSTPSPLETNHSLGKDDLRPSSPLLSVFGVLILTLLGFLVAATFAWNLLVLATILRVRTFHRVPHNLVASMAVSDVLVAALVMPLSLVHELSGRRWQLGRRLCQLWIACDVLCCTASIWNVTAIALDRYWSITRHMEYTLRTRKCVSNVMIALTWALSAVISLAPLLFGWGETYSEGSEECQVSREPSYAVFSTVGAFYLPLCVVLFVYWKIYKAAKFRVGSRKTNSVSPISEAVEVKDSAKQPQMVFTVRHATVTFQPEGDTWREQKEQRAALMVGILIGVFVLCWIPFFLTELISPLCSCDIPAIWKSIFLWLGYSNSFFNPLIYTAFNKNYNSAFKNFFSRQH
phage Ecoli inh: E. coli growth loss with phage present. 0.26% of 360,000 active. AID 651602. growth absorbance. inhibition, % at 11.9 µM; in the data active = inhibition above about 11%
SUMO Mot1 rescue: SUMOylation pathway inhibition by Mot1-301 growth rescue; S. cerevisiae Mot1-301 growth rescue, ATP luminescence, 38.5C; percent above DMSO median, 100 means doubled; growth rescue, % at 18.8 µM; 1% of 320,000 active; AID 2716;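 active = every valid replicate shows activation above 250% relative to neutral control wells; inactive = the rest, any valid replicate at or below 250%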;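 also: OY570 slx delta 5 strain wells were the positive control but not used for scaling; some compounds called inactive have numbers as strong as hits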
HTR5A inv ag: inverse agonist of human HTR5A in OPRM1-OPRD1 counter-screen. P47898. HTR5A cell line, luminescence, inverse agonism. inhibition, % at 9.3 µM. 0.083% of 340,000 active. AID 504634; in the data active = inhibition mostly above about 23%, no sharp cut-off; inactive = mostly below about 18%;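 also: 0% = cells with DMSO and 100% = no-cell wells with DMSO; some compounds called inactive have numbers as strong as hits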
Ecoli viability: bacterial growth inhibition, counter-screen for AddAB inhibitors; E. coli V3065 growth, OD600 absorbance, 18 h; inhibition, % at 11.9 µM; 0.27% of 330,000 active;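 active = inhibition above the campaign's mean inhibition across all tested compounds plus 3 SD, cut at about 9.9% in these data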;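 also: uninfected addAB+ strain grown without phage in ampicillin broth; 0% = DMSO wells and 100% = ciprofloxacin 0.95 µg/ml wells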
PKA-R1A activ: PKA-R1A complex activation; AID 504707; 0.083% of 340,000 active; P00514+P68181; PKA-R1A dissociation, Cy5-IP20 fluorescence polarization; scaled: DMSO 0%, 113 µM cGMP 100%; activation, % at 11.4 µM;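 active = percent activation above the mean of all tested compounds plus 3 SD, cut at about 19% in these data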;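 also: higher means more PKAc released from R1A so a rise in polarization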
Starred values were filed as active, the others as inactive; i = inactive; . = not tested or not shown.

SMILES | CDK5 p35 inh | DAGLB inh | PKA-R2B activ | Tat transport | AddAB inh | HTR5A ag | phage Ecoli inh | SUMO Mot1 rescue | HTR5A inv ag | Ecoli viability | PKA-R1A activ
COn1c(C)c(C(C)=O)c2c3nonc3ccc21 | 1.6 | -2.0 | -6.2 | -7.2 | 3.3 | -2.4 | 2.9 | -5.6 | 16.7 | -0.9 | 1.0
O=C(COC(=O)/C=C/c1ccco1)Nc1ccc(F)cc1Cl | 0.8 | -8.9 | -12.8 | 2.6 | 3.8 | 5.6 | 2.4 | 6.0 | 0.9 | -0.4 | -1.3
COc1cc(/C=C(\C(=O)O)c2ccc(S(=O)(=O)N3CCCC3)s2)cc(OC)c1 | 1.1 | 1.9 | 7.1 | -2.1 | . | 1.3 | 3.3 | . | 19.7 | . | -2.5
C=C(C)c1cccc(C(C)(C)NC(=O)N2CCN(c3ccc(OC)cc3)CC2)c1 | -2.4 | 0.8 | 8.2 | 0.3 | 2.9 | -4.2 | 4.4 | 10.2 | -0.9 | 2.3 | 1.8
Cc1ccc(C)c(S(=O)(=O)N2CCCC2CNC(=O)C(=O)NCc2ccco2)c1 (stereo unspecified) | -0.8 | -0.4 | -12.2 | -7.2 | 0.9 | -0.7 | 4.7 | 283.3 | 1.8 | 2.8 | 2.2
O=c1[nH]c(=S)[nH]c2nc(-c3cccs3)cc(C(F)(F)F)c12 | 1.1 | 4.8 | 4.4 | -1.4 | -0.2 | 0.1 | 0.1 | -1.1 | -0.3 | 2.0 | 15.2
Cc1cccc(OCCn2cnc(Cl)c2Cl)c1 | 0.6 | -4.4 | -5.7 | 5.4 | 0.7 | 3.6 | 1.7 | -27.3 | -9.8 | -2.7 | -5.0
O=[N+]([O-])c1ccccc1CCc1cnc(Cl)s1 | -0.5 | -3.7 | 4.6 | 7.0 | -2.1 | -0.4 | 2.0 | -0.8 | 1.6 | -0.5 | -14.1
COc1ccc2sc(N(CCCN(C)C)C(=O)c3ccc(S(=O)(=O)N4CCCc5ccccc54)cc3)nc2c1 | 0.2 | 1.0 | -18.2 | 21.0 | -1.4 | -9.7 | 3.0 | -1.2 | 7.2 | -0.9 | -11.1
COc1cc(CNC(=O)CCn2nc(C)c3c(C)n(-c4ccccc4)nc3c2=O)cc(OC)c1OC | 0.1 | 4.2 | 7.2 | -5.6 | 4.1 | 2.7 | 4.1 | 5.0 | -7.9 | -0.4 | -4.3
CC1CCN(C(=O)CCCC(=O)O)CC1 | -1.3 | 1.4 | 6.0 | 0.1 | -1.1 | -1.1 | 0.4 | -10.9 | 3.8 | -0.7 | -7.8
O=C1C2C3c4ccccc4C(c4ccccc43)C2C(=O)N1c1cccnc1 (stereo unspecified) | 0.4 | 3.0 | -3.6 | -4.9 | 1.1 | 7.5 | 3.1 | . | 12.0 | 0.1 | -19.0
O=[N+]([O-])c1ccc(-c2ccc(/C=N/Nc3nc(NCc4ccccc4)nc(N4CCOCC4)n3)o2)cc1 | -2.1 | 3.1 | 8.4 | 4.6 | -2.2 | -3.0 | 1.7 | -10.0 | 24.4 | -1.9 | 2.7
CS(=O)(=O)c1ccc(C(=O)OCC(=O)NCc2cccs2)cc1[N+](=O)[O-] | 0.4 | -12.1 | -5.6 | -5.0 | 0.0 | 2.4 | 1.8 | -3.1 | -9.9 | 0.7 | 0.2
Cn1nc(-c2ccccc2)c(C#N)c1Sc1cccc(Cl)c1 | 0.3 | -12.2 | -1.3 | 1.4 | 0.8 | 4.7 | -0.1 | 9.9 | -12.4 | -0.9 | -2.1
CC(=O)CSc1ncnc2c1oc1ccccc12 | -0.6 | -1.9 | 4.3 | -4.0 | 1.4 | 8.2 | 1.1 | -4.4 | -25.5 | 1.1 | 12.2
CCN(CC)C(=O)c1sc(NC(=S)N2CCN(C(=O)C3CCCO3)CC2)c(C(=O)OC)c1C (stereo unspecified) | -1.8 | 0.4 | 8.7 | 2.0 | -4.3 | 4.3 | 1.5 | -20.3 | 13.7 | 0.1 | -4.7
COc1ccc(N(CCC(=O)Nc2ccccc2F)S(=O)(=O)c2ccc(C)cc2C)cc1 | -3.1 | -9.4 | -5.0 | 11.8 | 0.8 | -4.9 | -1.5 | 7.0 | 11.9 | 1.8 | -3.2
CN(c1cccc(NC(=O)c2ccc(Cl)c(S(=O)(=O)N3CCOCC3)c2)c1)S(C)(=O)=O | -0.9 | -0.5 | 1.1 | 4.5 | . | 2.7 | -1.7 | -9.2 | 20.0 | . | 6.7
NC(=O)CSc1nnc(COc2ccccc2)n1N | 2.1 | 0.3 | -9.5 | -0.7 | -0.4 | -2.3 | -0.1 | 4.7 | 6.3 | 1.1 | 1.5
Cc1ccc(S(=O)(=O)Nc2ccc(Cl)cn2)cc1 | 0.0 | -0.4 | 1.7 | -4.6 | 0.5 | 3.1 | -0.9 | 10.1 | -11.9 | -1.2 | 1.8
Nc1cccc(/C=C/c2ccncc2)c1 | -0.3 | -0.9 | -1.9 | -4.6 | -1.1 | 6.9 | 0.9 | 13.8 | -25.2 | 0.4 | -3.4
CCCc1nnc(NC(=O)Cn2c(=O)oc3cc(Br)ccc32)s1 | -1.1 | -1.2 | -6.5 | 13.2 | 1.9 | 1.9 | 1.4 | 5.3 | -1.9 | 0.2 | 8.2
CCC1(C)OC(=O)NN(c2ccc(C)cc2)C1(C)O (stereo unspecified) | 0.5 | -1.4 | 6.9 | -0.8 | 0.8 | 2.0 | 0.9 | -9.1 | -32.1 | -1.6 | -4.5
O=C(COc1ccc(S(=O)(=O)N2CCCC2)cc1)N1CCCC1 | 2.2 | 1.2 | 7.4 | -4.6 | 1.7 | 1.7 | 2.3 | -5.5 | -1.1 | -1.0 | -4.4

For convenience, some entries already given:
SMILES | CDK5 p35 inh | DAGLB inh | PKA-R2B activ | Tat transport | AddAB inh | HTR5A ag | phage Ecoli inh | SUMO Mot1 rescue | HTR5A inv ag | Ecoli viability | PKA-R1A activ
COn1c(C)c(C(C)=O)c2c3nonc3ccc21 | 1.6 | -2.0 | -6.2 | -7.2 | 3.3 | -2.4 | 2.9 | -5.6 | 16.7 | -0.9 | 1.0
O=C(COC(=O)/C=C/c1ccco1)Nc1ccc(F)cc1Cl | 0.8 | -8.9 | -12.8 | 2.6 | 3.8 | 5.6 | 2.4 | 6.0 | 0.9 | -0.4 | -1.3
COc1cc(/C=C(\C(=O)O)c2ccc(S(=O)(=O)N3CCCC3)s2)cc(OC)c1 | 1.1 | 1.9 | 7.1 | -2.1 | . | 1.3 | 3.3 | . | 19.7 | . | -2.5
C=C(C)c1cccc(C(C)(C)NC(=O)N2CCN(c3ccc(OC)cc3)CC2)c1 | -2.4 | 0.8 | 8.2 | 0.3 | 2.9 | -4.2 | 4.4 | 10.2 | -0.9 | 2.3 | 1.8
Cc1ccc(C)c(S(=O)(=O)N2CCCC2CNC(=O)C(=O)NCc2ccco2)c1 (stereo unspecified) | -0.8 | -0.4 | -12.2 | -7.2 | 0.9 | -0.7 | 4.7 | 283.3 | 1.8 | 2.8 | 2.2
O=c1[nH]c(=S)[nH]c2nc(-c3cccs3)cc(C(F)(F)F)c12 | 1.1 | 4.8 | 4.4 | -1.4 | -0.2 | 0.1 | 0.1 | -1.1 | -0.3 | 2.0 | 15.2

The listing continues:
SMILES | CDK5 p35 inh | DAGLB inh | PKA-R2B activ | Tat transport | AddAB inh | HTR5A ag | phage Ecoli inh | SUMO Mot1 rescue | HTR5A inv ag | Ecoli viability | PKA-R1A activ
CCc1cccc(NC(=O)CC2Oc3ccccc3NC2=O)c1 (stereo unspecified) | 0.0 | -2.3 | 0.1 | 7.6 | 1.3 | -2.1 | 1.4 | -7.3 | 7.3 | 1.0 | 1.3
CCOC(=O)C1CCN(C(=O)C2CCN(S(=O)(=O)N3CCCC3)CC2)CC1 | -0.7 | -0.4 | -10.2 | 0.6 | 0.0 | -3.4 | 2.7 | 9.5 | -8.8 | 1.1 | 2.3
CCN(CC)c1nc2nonc2nc1N(CC)CC | 0.2 | 0.0 | 14.9 | 1.7 | 2.0 | -0.9 | 2.1 | -0.4 | 2.4 | -1.8 | -11.6
CC(=O)NC1(C(Cl)(Cl)Cl)Oc2ccccc2O1 | -6.2 | 2.5 | 1.0 | 3.5 | -0.2 | -3.9 | -1.6 | 9.8 | -6.4 | -4.3 | -3.7
CCOC(=O)C(NC(=O)Nc1ccc(Cl)cn1)(Oc1ccccc1)C(F)(F)F (stereo unspecified) | 1.8 | -0.7 | 9.1 | 1.3 | -0.5 | -1.3 | 3.1 | 0.9 | 3.4 | -1.6 | 4.1
O=S(=O)(c1cccs1)N1CN(Cc2cccs2)c2nc3ccccc3nc21 | -0.8 | 0.9 | 2.4 | -0.5 | 2.6 | 4.3 | 2.7 | . | -13.7 | 1.3 | -12.7
CC(=O)Nc1ccc(S(=O)(=O)NC2C3(C)CCC(C3)C2(C)C)cc1 (stereo unspecified) | 2.5 | -17.8 | 3.2 | 5.0 | . | 11.4 | 4.3 | 75.7 | -8.2 | . | -1.9
O=C(CSc1ccc2ccccc2c1)NC1CCCc2ccccc21 (stereo unspecified) | 0.6 | -3.8 | 1.0 | -6.0 | 0.8 | 1.4 | 2.0 | -16.7 | 4.3 | -1.7 | -3.2
CCC(=O)c1ccc(OCC(=O)OCC(=O)NCC2CCCO2)cc1 (stereo unspecified) | -1.1 | -3.8 | 11.7 | -9.0 | 0.1 | 4.0 | 3.1 | -10.2 | -9.8 | 3.0 | 4.8
Cn1c(=O)c2c(SCc3cccnc3)nc(CC(C)(C)C)nc2n(C)c1=O | 2.4 | 1.7 | -13.3 | 5.1 | -3.7 | 4.2 | 0.8 | -13.6 | -12.7 | -0.3 | -13.2
CN(Cc1cnn(C)c1)C(=O)C1CCC(=O)N(Cc2cccc(F)c2)C1 (stereo unspecified) | -3.4 | -1.8 | -6.7 | 1.1 | 2.9 | 8.8 | -1.7 | i | -22.4 | -1.8 | -9.9
CC(=O)Nc1ccc(S(=O)(=O)Nc2ccccc2C(=O)N2CCCC2)cc1 | 1.0 | 0.4 | -9.7 | 4.5 | 2.2 | 4.9 | -0.2 | 102.4 | -3.4 | -2.0 | 1.0
CC(C)(C)NC(=O)C(c1ccc(-c2ccccc2)cc1)N(C[C@H]1CC[C@@H]([C@@H]2CC[C@H](CO)O2)O1)C(=O)c1ccccc1F (stereo partly specified) | -3.3 | -1.4 | -3.4 | 3.6 | 0.7 | -0.2 | . | . | 0.3 | -0.7 | 4.5
COc1ccc(CCNC(=O)c2ccc(NC3=NC4CS(=O)(=O)CC4S3)cc2)cc1OC (stereo unspecified) | 0.7 | 3.2 | -6.2 | -1.1 | -0.2 | 5.9 | 0.2 | 5.7 | 5.2 | -2.4 | 0.4
COCc1nnc(NC(=O)c2cc3ccccc3o2)s1 | -1.6 | -0.5 | -10.4 | 4.2 | 2.2 | 5.2 | -1.0 | 7.5 | 2.6 | -0.4 | 2.9
